Screening results (PubChem)
APP 5'UTR act: activators of APP 5'UTR luciferase reporter, primary screen, SH-SY5Y cells | SH-SY5Y APP 5'UTR luciferase reporter, luminescence; zero percent = DMSO vehicle wells | hit rate 1% among 190,000 | activation, % at 2 µM;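 active = activation above a set limit, based on mean plus 3 SD of controls, cut at about 140% in these data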; also: values of inactives mirror those of a sister screen read the other way
RAM inhibit: inhibitors of the yeast RAM network, primary screen, dse1pr::URA3 reporter, 5-FOA selection; inhibition, % at 50 µM; hit rate 1.8% among 190,000; S. cerevisiae dse1pr::URA3 reporter, 5-FOA growth OD615, 2 d; analog-sensitive cbk1-as2 kinase mutant strain;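 active = inhibition above a set limit, 3 SD over mean compound inhibition, cut at about 8.4% in these data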;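 also: 0% = DMSO-only wells with no growth and 100% = 10 µM 1-NA-PP1 full growth; inhibition rescues growth on 5-FOA so higher OD means more RAM inhibition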
STAT3 inh: IL-6 driven STAT3 reporter inhibitors, primary screen, U3A cells, luciferase, luminescence, MLSCN library. IL-6 STAT3-luciferase reporter; host cell line lacks STAT1. hit rate 0.89% among 190,000. AID 862, 2007. inhibition, % at 5.5 µM;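 active = inhibition above the mean inhibition across all screened compounds plus 3 SD, cut at about 44% in these data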;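 also: 0% = DMSO only wells and 100% = 100 µM nifuroxazide control wells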
NF-kB expr up: activators of NF-kB expression in neurons, primary screen, cell-based, HTS | AID 1239, 2008 | human neuronal cells, NF-kB reporter expression; hits give high values | hit rate 1.6% among 190,000 | fold change at 12.5 µM; in the data active = fold change above about 3.3
Hsp70 act: Hsp70 transcriptional activators, primary screen, cell-based, HeLa, Hsp70 promoter luciferase, luminescence, 10 µM. HeLa Hsp70 promoter luciferase reporter; scaled: vehicle 0, proteasome-inhibitor control 100%. activation, % at 10 µM. hit rate 0.04% among 200,000;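 active = activation above the mean across all tested compounds plus 3 SD, cutoff set per campaign, cut at about 5.5% in these data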;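 also: 100% = MG132 at 30 µM as the positive control and 0% = DMSO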
STAT3 act: IL-6 driven STAT3 reporter potentiators, primary screen, U3A cells, luciferase, luminescence, MLSCN library | activation (% of control), % at 5.6 µM | hit rate 0.91% among 190,000 | IL-6 STAT3-luciferase reporter; 100% = signal with IL-6 EC80 alone;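 active = activation above the screen-wide mean of compound activation plus 3 SD, cut at about 130% in these data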;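 also: 0% = background luminescence of wells with medium and substrate only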
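Test system: human U3A cells carrying STAT3-luciferase construct; control set: IL-6-only wells as 100% reference; timing: compound pre-incubation 1 h before IL-6, then 6 h stimulation at 37 °C; also added: IL-6 stimulus at 33 ng/mL final; evaluation: % activation versus median of IL-6-stimulated wells; detection: reporter luminescence signal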
STAT1 activator: STAT1 signaling activators, primary screen, cell-based, HTS, luciferase reporter; NIH 3T3 STAT1-luciferase reporter, IFN-gamma, luminescence; 100% = IFN-gamma alone, no compound; activation (% of control), % at 5.5 µM; hit rate 2.6% among 200,000; AID 932, 2007;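 active = activation above the screen-wide mean activation plus 3 SD, cut at about 130% in these data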;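 also: raw ratio to IFN-gamma control signal so 100% means no change and 0% no light; values of inactives mirror those of a sister screen read the other way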
APP transl inh: inhibitors of APP translation via 5'UTR reporter, primary screen, APP 5'UTR luciferase, SH-SY5Y cells; SH-SY5Y APP 5'UTR-luciferase reporter, luminescence; inhibition, % at 2 µM; hit rate 0.82% among 190,000;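 active = inhibition above a set limit, derived from the sample mean plus 3 SD, cut at about 45% in these data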; also: values of inactives mirror those of a sister screen read the other way
FLuc inh counter: firefly luciferase enzyme inhibitors, primary screen, artefact control for luciferase-based inhibitor screens, biochemical, luminescence, ATPLite. 10 min. inhibition, % at 10 µM. hit rate 1.5% among 200,000. AID 1006, 2008;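 active = inhibition above about 50% when tested at 10 µM, limit read from the data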
Target sequence (P08659 whole entry, looked up): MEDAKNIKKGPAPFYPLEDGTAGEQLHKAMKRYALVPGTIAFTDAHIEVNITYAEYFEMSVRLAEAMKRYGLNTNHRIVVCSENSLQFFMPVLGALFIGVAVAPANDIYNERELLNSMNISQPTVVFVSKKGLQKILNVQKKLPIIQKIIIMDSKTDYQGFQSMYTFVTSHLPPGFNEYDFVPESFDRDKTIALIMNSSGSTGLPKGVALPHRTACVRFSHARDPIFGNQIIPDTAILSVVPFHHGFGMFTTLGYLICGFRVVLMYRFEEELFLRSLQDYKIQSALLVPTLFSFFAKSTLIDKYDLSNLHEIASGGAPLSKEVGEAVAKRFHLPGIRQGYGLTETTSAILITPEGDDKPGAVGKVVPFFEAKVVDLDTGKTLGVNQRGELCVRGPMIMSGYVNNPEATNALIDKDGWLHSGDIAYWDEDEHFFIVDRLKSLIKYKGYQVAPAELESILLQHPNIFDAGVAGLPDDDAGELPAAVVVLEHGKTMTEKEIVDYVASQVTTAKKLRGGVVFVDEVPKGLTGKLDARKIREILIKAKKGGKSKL
STAT1 inh: STAT1 signaling inhibitors, primary screen, cell-based, HTS, luciferase reporter. NIH 3T3 STAT1-luciferase reporter, IFN-gamma, luminescence. inhibition, % at 5.5 µM. hit rate 0.35% among 200,000;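 active = inhibition above a set limit, the mean inhibition across all tested compounds plus 3 SD, cut at about 34% in these data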;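 also: 0% = IFN-gamma with DMSO and 100% = IFN-gamma with 300 µM nifuroxazide; values of inactives mirror those of a sister screen read the other way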
Starred values were filed as active, the others as inactive; · = not tested or not shown. Compounds as they come; overall some 7.7% were active at least once.

nr	SMILES	APP 5'UTR act	RAM inhibit	STAT3 inh	NF-kB expr up	Hsp70 act
1	O=C1Nc2ccc(Br)cc2/C1=N/N=C/C1=C(N2CCOCC2)C(=C\c2ccccc2)/CC1	1	8.1	-6	0.74	-0.2
2	Cc1ccc(Nc2cnn(C34CC5CC(CC(CC(=O)O)(C5)C3)C4)c(=O)c2Cl)cc1C	0	1.5	1	1.1	-0.4
3	CC(=S)c1c(C)cc2cc(C)ccn12	15	3.8	22	1.1	-0.3
4	Cc1onc(-c2ccccc2)c1C(=O)Nc1ccccc1C#N	·	2.5	8	0.92	-0.1
5	CCOC(=O)c1nnn(-c2nonc2N)c1-c1cccs1	5	1.5	2	1.4	-0.1
6	CCCCNC(=S)N1CCN(Cc2ccc3c(c2)OCO3)CC1	16	0.1	11	1	0.0
7	O=C(CN(Cc1ccccc1)C(=O)c1cc2c(s1)CCC2)NCc1cccs1	14	2.8	-4	2.7	-0.1
8	Cc1nc(SC(C)C)[nH]c(=O)c1Cc1ccccc1	-5	0.6	6	1.1	-0.4
9	CCC(=O)N1C(C(=O)O)CSC1c1ccc(OC)cc1 (configuration not stated)	-2	1.5	1	1	-0.4
10	CN1CCC(N(C)C(=O)c2sc3cc(F)ccc3c2Cl)CC1	-10	0.5	-7	0.96	-0.1
11	CCOc1ccccc1NC(=O)CCN1CCN(S(=O)(=O)c2ccc(Br)cc2)CC1	12	0.7	5	1.1	-0.2
12	O=C(CN(CCO)c1ccccc1)NC12CC3CC(CC(C3)C1)C2	-4	3.4	-1	1.2	-0.3

nr	STAT3 act	STAT1 activator	APP transl inh	FLuc inh counter	STAT1 inh
1	106	98	-1	15	3
2	97	98	0	-3	2
3	84	106	-15	-5	-7
4	101	103	·	-5	-3
5	99	103	-5	-4	-3
6	95	90	-16	0	11
7	107	100	-14	-10	0
8	98	100	5	-5	0
9	104	98	2	-2	2
10	105	95	10	-4	5
11	100	108	-12	-5	-9
12	107	93	4	0	8

Other results follow.
nr	SMILES	APP 5'UTR act	RAM inhibit	STAT3 inh	NF-kB expr up	Hsp70 act
13	CCOC(=O)COc1ccc(C2CC(C)=NN2c2ccccc2)cc1 (configuration not stated)	13	-1.0	-2	1	0.1
14	COc1cc(/C=N/c2oc(-c3ccccc3)cc2C#N)ccc1O	-1	1.3	-3	1.1	-0.3
15	O=C(COC(=O)/C=C/C(=O)OCC(=O)NC12CC3CC(CC(C3)C1)C2)NC12CC3CC(CC(C3)C1)C2	-22	1.8	-2	1.4	-0.4
16	CCOc1cc(/C=C2/SC(=O)N(CC(=O)N3CCc4ccccc4C3)C2=O)ccc1OCC(=O)O	-13	6.6	-7	1.1	0.3
17	COc1ccc(C(=O)C2CCCN(C(=O)c3cccnc3OC)C2)cc1F (configuration not stated)	8	-1.5	10	1.2	0.0
18	O=C(c1ccc(F)cc1)C1CCN(C(=O)NCc2ccccc2)CC1	10	0.1	16	1.3	0.3
19	O=C(CC1NCCc2ccccc21)Nc1ccc(Cl)cc1 (configuration not stated)	6	-1.6	-41	0.99	-0.5
20	Nc1nc2n(n1)C1(CCCCC1)C1=C(CCCC1)N2	18	1.4	10	0.96	0.1
21	O=C(c1cccs1)N1CCN(C(=O)C(c2ccccc2)c2ccccc2)CC1	-2	0.7	-2	1.1	-0.2
22	O=C(COc1ccccc1Cl)NCCC1=CCCCC1	0	-1.5	-5	1.2	-0.3
23	CCn1c(=O)cc(SCC(=O)Nc2ccc3c(c2)OCCO3)c2ccccc21	-10	-0.1	18	1.3	-0.2
24	CCCn1c(N)c(N2CCCCC2)c(=O)n(CC(=O)Nc2ccccc2C)c1=O	2	0.5	5	0.97	-0.1

nr	STAT3 act	STAT1 activator	APP transl inh	FLuc inh counter	STAT1 inh
13	104	104	-13	-6	-6
14	105	104	1	0	-4
15	99	94	22	-6	9
16	107	97	13	0	3
17	93	105	-8	-2	-8
18	88	96	-10	-11	4
19	133*	97	-6	-5	1
20	93	105	-18	-8	-5
21	105	106	2	-6	-6
22	100	98	0	-2	2
23	86	106	10	0	-6
24	100	98	-2	6	2

Some of these compounds in order of the APP 5'UTR act value, low to high:
entry	molecule	APP 5'UTR act
16	CCOc1cc(/C=C2/SC(=O)N(CC(=O)N3CCc4ccccc4C3)C2=O)ccc1OCC(=O)O	-13
8	Cc1nc(SC(C)C)[nH]c(=O)c1Cc1ccccc1	-5
12	O=C(CN(CCO)c1ccccc1)NC12CC3CC(CC(C3)C1)C2	-4
22	O=C(COc1ccccc1Cl)NCCC1=CCCCC1	0
1	O=C1Nc2ccc(Br)cc2/C1=N/N=C/C1=C(N2CCOCC2)C(=C\c2ccccc2)/CC1	1
24	CCCn1c(N)c(N2CCCCC2)c(=O)n(CC(=O)Nc2ccccc2C)c1=O	2
7	O=C(CN(Cc1ccccc1)C(=O)c1cc2c(s1)CCC2)NCc1cccs1	14

Remaining list, next part.
nr	SMILES	APP 5'UTR act	RAM inhibit	STAT3 inh	NF-kB expr up	Hsp70 act
25	CCCN(Cc1ccccc1)C(=S)Nc1ccc(OCC)cc1	31	-1.2	-6	0.78	0.1
26	Cn1c(NC(=O)/C=C/c2ccco2)cc(=O)n(C)c1=O	4	-1.0	3	1.2	-0.2
27	CN(C)S(=O)(=O)c1ccc(NC(=O)c2ccc(Br)o2)cc1	13	1.6	0	1.4	-0.1
28	CN(C)c1ccc(C(=O)c2ccccc2)cc1	65	1.0	1	1.8	0.0
29	C=CCn1c(-c2ccc(OC)cc2)nc2ccccc21	11	0.1	-3	1.4	0.1
30	O=C(CSc1nnc(-c2ccncc2)n1-c1ccc(F)cc1)NNC(=O)c1cccc(O)c1	5	1.4	-14	1.3	0.0
31	CCOC(=O)c1sc2nc(C)nc(SCC(=O)NC3CCS(=O)(=O)C3)c2c1C (configuration not stated)	-7	2.0	5	1.3	-0.3
32	COc1ccc(C2Nc3ccccc3C(=O)N2c2ccc(F)cc2)cc1Cn1nnc2ccccc21 (configuration not stated)	3	1.3	-7	1.1	0.0
33	COc1cccc(-c2nnc(NC(=O)c3cccs3)s2)c1	41	7.7	17	1.8	0.1
34	COCCn1c(SCC(=O)Nc2cccc(S(N)(=O)=O)c2)nc2cc(Cl)ccc2c1=O	-1	2.2	6	0.9	0.0
35	CC(=O)c1c(N2CCN(Cc3ccccc3)CC2)[nH]c(-c2ccccc2)nc1=S	9	0.6	-8	1.1	-0.1
36	O=C(CC1SC(=Nc2ccc(OC(F)F)cc2)N(CCC2=CCCCC2)C1=O)Nc1ccccc1F (configuration not stated)	3	11*	0	0.9	-0.3

nr	STAT3 act	STAT1 activator	APP transl inh	FLuc inh counter	STAT1 inh
25	106	101	-30	-9	-3
26	95	109	-4	18	-10
27	97	101	-13	1	-1
28	100	120	-65	21	-21
29	106	107	-11	36	-7
30	110	91	-5	-2	10
31	97	104	7	-1	-6
32	108	103	-3	1	-4
33	91	138*	-41	33	-44
34	96	91	1	0	10
35	109	93	-9	-6	8
36	98	103	-3	-10	-3

Whole records from above. Screens in order: APP 5'UTR act | RAM inhibit | STAT3 inh | NF-kB expr up | Hsp70 act | STAT3 act | STAT1 activator | APP transl inh | FLuc inh counter | STAT1 inh
`CCOC(=O)c1sc2nc(C)nc(SCC(=O)NC3CCS(=O)(=O)C3)c2c1C` (configuration not stated) reads -7 | 2.0 | 5 | 1.3 | -0.3 | 97 | 104 | 7 | -1 | -6
`CC(=O)c1c(N2CCN(Cc3ccccc3)CC2)[nH]c(-c2ccccc2)nc1=S` reads 9 | 0.6 | -8 | 1.1 | -0.1 | 109 | 93 | -9 | -6 | 8

The list goes on:
nr	SMILES	APP 5'UTR act	RAM inhibit	STAT3 inh	NF-kB expr up	Hsp70 act
37	COCn1c(-c2ccccc2)nc2ccccc21	-4	0.3	-4	1.2	-0.2
38	Brc1cnc(N2CCCCC2)nc1N1CCOCC1	-8	2.4	-10	1.5	-0.5
39	C/C(=N\NC(=O)c1ccccc1C)c1cccc([N+](=O)[O-])c1	3	2.9	8	1.1	-0.1
40	Cc1noc(C)c1COc1ccc(C(=O)OCC(=O)N2CC3(C)CC2CC(C)(C)C3)cc1 (configuration not stated)	-10	0.8	4	0.9	-0.2
41	CCc1nnc(NC(=O)CSc2nc3cccnc3n2C2CCCCC2)s1	-4	5.7	-26	2.3	-0.3
42	Cc1ccc(Cn2nnc3c(=O)[nH]c(C4CCCN(S(=O)(=O)c5ccccc5)C4)nc32)cc1 (configuration not stated)	-3	3.5	4	1.1	-0.3
43	O=C(N/N=C/c1sc(N2CCOCC2)nc1-c1ccccc1)c1ccccc1Cl	15	5.6	10	0.89	0.0
44	Cc1nn(-c2ccccn2)c2c1C(c1ccsc1)C1=C(CCCC1=O)N2 (configuration not stated)	34	-1.5	9	0.71	-0.3
45	Cc1ccc2c(c1)-c1c(ssc1=S)C(C)(C)N2C(=O)CSC1=NCCS1	-10	5.1	10	1.2	-0.1
46	O=c1c2ccccc2nnn1CSc1ccccc1F	152*	0.5	15	4.7*	-0.2
47	C#Cc1ccc([C@@H]2C=C(C(=O)NCc3ccccc3)O[C@H](OCc3ccc(CO)cc3)C2)cc1	9	3.3	·	0.99	-0.1
48	COc1ccc(C(=O)CSC#N)cc1OC	-19	-0.5	10	1.5	0.2

nr	STAT3 act	STAT1 activator	APP transl inh	FLuc inh counter	STAT1 inh
37	105	107	4	9	-7
38	108	97	8	-4	3
39	100	99	-3	1	1
40	99	92	10	-2	8
41	128	98	4	-4	2
42	101	95	3	-11	5
43	98	100	-15	6	-2
44	97	93	-8	-5	6
45	100	87	10	-8	13
46	86	160*	-152	25	-60
47	·	106	-9	-3	-5
48	95	96	19	-8	3

More entries.
nr	SMILES	APP 5'UTR act	RAM inhibit	STAT3 inh	NF-kB expr up	Hsp70 act
49	Cc1ccc(NC(=O)c2cc3c(s2)CCCC3)cc1S(=O)(=O)Nc1ccccc1Cl	-25	4.6	19	0.59	-0.6
50	CCOC(=O)c1c(C)[nH]c(C(=O)COC(=O)CSC)c1C	13	1.6	6	0.75	-0.3
51	COc1ccc(NC(=O)CCC(=O)N(Cc2ccc(OC)c(OC)c2)c2nccs2)c(OC)c1	-2	2.2	6	1.3	-0.1
52	CCC(=O)N1CCc2cc(S(=O)(=O)CCC(=O)NCc3ccco3)ccc21	11	-1.0	6	1.5	-0.2
53	CC(=O)Nc1ccc(N2C(=O)CC(N3CCSCC3)C2=O)cc1 (configuration not stated)	4	0.5	4	0.92	-0.4
54	O=P(Cc1ccncc1)(c1ccccc1)c1ccccc1	22	0.3	2	1.1	-0.3
55	CC(C)c1ccc(N2CCN(C(=O)c3ccccc3NC(=O)/C=C\C(=O)O)CC2)cc1	3	0.7	2	1.2	-0.2

nr	STAT3 act	STAT1 activator	APP transl inh	FLuc inh counter	STAT1 inh
49	85	90	25	-1	11
50	101	99	-13	16	1
51	97	90	2	-1	11
52	97	98	-11	-2	0
53	100	107	-4	-6	-10
54	104	100	-22	0	0
55	103	102	-3	-5	-2
